DAGLB inh = diacylglycerol lipase beta (human) inhibition | Q8NCG7 | HEK293T DAGLB membrane lysate, EnzChek fluorogenic substrate | inhibition, % at 5.17 µM | 340,000 tested, 0.059% active; in the data active means inhibition above about 34%;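 further: 0% = enzyme with vehicle and 100% = wells lacking enzyme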
V-ATPase pH = yeast V-ATPase proton transport regulation by pHLuorin. response, % at 10 µM. S. cerevisiae, pHLuorin cytosolic pH fluorescence. 350,000 tested, 0.37% active; in the data active means response mostly above about 7.3%, no sharp cut-off; inactive means mostly below about 5.4%; further: actives read high; inactives centre near 0; some compounds called inactive have numbers as strong as hits; reference of the scale not given here
HTR5A ag = activates human HTR5A in OPRM1-OPRD1 agonist counter-screen; HTR5A agonist assay, luminescence, cell-based; activation, % at 9.3 µM; P47898; 340,000 tested, 0.61% active; in the data active means activation mostly above about 9.5%, no sharp cut-off; inactive means mostly below about 7.6%;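 further: 0% = cells with vehicle only and 100% = reference agonist; strong numbers were not always called active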
Target sequence (P47898 whole entry, looked up): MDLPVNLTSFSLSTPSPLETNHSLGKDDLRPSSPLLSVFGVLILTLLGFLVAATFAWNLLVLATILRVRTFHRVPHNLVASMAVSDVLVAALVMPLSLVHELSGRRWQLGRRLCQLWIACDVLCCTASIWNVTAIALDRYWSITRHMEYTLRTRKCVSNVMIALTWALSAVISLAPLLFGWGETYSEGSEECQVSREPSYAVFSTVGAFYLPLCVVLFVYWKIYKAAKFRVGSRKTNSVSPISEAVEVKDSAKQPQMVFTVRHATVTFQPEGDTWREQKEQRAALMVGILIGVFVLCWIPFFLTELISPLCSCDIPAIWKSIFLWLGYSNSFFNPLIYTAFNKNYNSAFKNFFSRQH
PKA-R2B activ = activators of human PKA-R2B complex. PKA-R2B holoenzyme dissociation, Cy5-IP20 fluorescence polarization; R2B truncated from residue 108, S112A mutant; 0% DMSO only, 100% 113 µM cGMP. activation, % at 11.4 µM. 340,000 tested, 0.079% active. AID 504700;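 active means activation above a cutoff set at the mean over all compounds plus 3 SD, cut at about 18% in these data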;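 further: higher means more holoenzyme dissociation and a rise in polarization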
Target sequence (P31323 whole entry, looked up, other chains not shown, the tested form may be a part): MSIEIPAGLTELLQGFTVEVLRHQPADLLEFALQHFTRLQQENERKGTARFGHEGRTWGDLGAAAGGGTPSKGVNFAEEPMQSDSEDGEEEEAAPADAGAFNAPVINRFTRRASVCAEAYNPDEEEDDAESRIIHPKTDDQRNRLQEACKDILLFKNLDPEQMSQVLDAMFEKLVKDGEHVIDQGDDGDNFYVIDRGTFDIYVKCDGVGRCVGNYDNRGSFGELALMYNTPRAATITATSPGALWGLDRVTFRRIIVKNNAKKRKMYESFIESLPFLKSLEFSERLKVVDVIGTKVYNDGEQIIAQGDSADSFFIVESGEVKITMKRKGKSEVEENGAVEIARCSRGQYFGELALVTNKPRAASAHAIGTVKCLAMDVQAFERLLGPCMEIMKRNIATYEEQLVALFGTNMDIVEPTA
OPRM1-OPRD1 ag = agonists of human mu-delta opioid receptor heterodimerization; cells, OPRM1-OPRD1 heterodimerization, luminescence; activation, % at 9.3 µM; 340,000 tested, 0.3% active; AID 504326; in the data active means activation above about 18%;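 further: 0% = vehicle-treated cells and 100% = reference agonist; values of inactives mirror those of a sister screen read the other way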
OPRM1-OPRD1 inv = mu-delta opioid heterodimer inverse agonism. P35372+P41143. cell-based MOR-DOR heterodimer luminescence. inhibition, % at 9.3 µM. 340,000 tested, 0.21% active; in the data active means inhibition above about 22%, passing the limit was not always enough;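 further: 0% = cells with DMSO and 100% = wells without cells with DMSO; values of inactives mirror those of a sister screen read the other way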
HTR5A inv ctr = counter-screen for OPRM1-OPRD1 inverse agonists: human HTR5A inverse agonism | AID 504634 | P47898 | inhibition, % at 9.3 µM | 340,000 tested, 0.083% active | HTR5A cell line, luminescence; in the data active means inhibition mostly above about 23%, no sharp cut-off; inactive means mostly below about 18%;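 further: 0% = cells with DMSO and 100% = no-cell wells with DMSO; some compounds called inactive have numbers as strong as hits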
DSG3 Ab inh = blocks pemphigus antibody binding to human desmoglein-3 | P32926 | DSG3-coupled beads, scFv-anti-DSG3-GFP binding, flow cytometry; active compounds read low | binding (percent of control), % at 10 µM | 310,000 tested, 0.48% active;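 active means binding more than 3 SD below its plate's average and above zero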;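 further: hits lower antibody fragment binding to DSG3; some compounds called inactive have numbers as strong as hits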
PKA-R1A act = activators of PKA-R1A complex | activation, % at 11.4 µM | 340,000 tested, 0.083% active | PKA-R1A dissociation, Cy5-IP20 fluorescence polarization; scaled: DMSO 0%, 113 µM cGMP 100%;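 active means percent activation above the mean of all tested compounds plus 3 SD, cut at about 19% in these data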;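 further: higher means more PKAc released from R1A so a rise in polarization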
Arrestin-AP2 inh = human beta-arrestin and AP2 interaction inhibition; FITC-arrestin peptide / GST-AP2 beads, flow cytometry; AP2 beta2 appendage carries R879A mutation; inhibition, % at 10 µM; 340,000 tested, 0.31% active; AID 504490;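 active means inhibition above a set limit, near 3 SD of compounds lacking own fluorescence, cut at about 54% in these data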;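 further: plate controls were DMSO wells for no effect and 5 µM unlabelled arrestin peptide for full effect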
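System: GST-AP2 R879A glutathione beads; medium: PBS, Tween 20 0.05%, BSA 0.1%; reagent: fluorescein-tagged arrestin peptide at 50 nM final; schedule: pre-incubation 12 min, peptide binding 1 h, room temperature; detection: flow cytometry, FL1 (488/535 nm); read-out: inhibition as reduced fluorescein signal on beads, percent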
* hit, by the source's call; nt = no result given.

SMILES	DAGLB inh	V-ATPase pH	HTR5A ag	PKA-R2B activ	OPRM1-OPRD1 ag	OPRM1-OPRD1 inv	HTR5A inv ctr	DSG3 Ab inh	PKA-R1A act	Arrestin-AP2 inh
O=c1[nH][nH]c(C(F)(F)F)c1C=Nc1ccccc1	-0.4	3.0	-5.3	6.1	-0.1	0.6	7.4	nt	-4.8	23.2
Cc1c(C)n(C)c2ccc(C(=O)NCCCN3CCN(C)CC3)cc12	1.0	-1.8	6.8	-3.9	-1.6	8.6	9.9	nt	-12.3	-3.6
CCc1cccc(NC(=O)COc2ccccc2)c1	-6.2	0.1	7.3	-0.8	0.8	-4.6	16.9	98.9	-2.1	2.3
CCCCC(=O)Nc1cc(OC)c(NC(=O)C2CCCCC2)cc1OC	0.6	6.5	2.2	3.3	-1.5	8.7	-4.2	102.4	3.3	-2.3
CN(C)CCN(C(=O)c1cccc(N2C(=O)CCC2=O)c1)c1nc2ccc(Br)cc2s1	0.8	0.2	0.3	-4.0	-1.9	10.0	-1.9	nt	-4.4	-0.8
O=c1nc(-c2ccccc2)c2cc(Cl)ccc2[nH]1	-3.7	-5.8	3.3	-14.9	-0.8	4.3	-8.5	107.7	-11.3	-24.7
CC[C@@H](C)[C@H](CN[C@H](CNC)[C@@H](C)O)NCCc1ccc(OC)cc1	-2.3	3.0	3.5	3.9	-0.8	4.0	-28.9	97.9	10.6	0.3
O=C(CNC(=O)c1cccc(F)c1)OCCOc1cccc(Cl)c1	-2.9	-1.0	-0.5	-9.8	-0.8	3.9	1.2	102.2	-1.5	29.1
COc1ccc(NC(=O)COC(=O)c2ccc(N3CCCC3=O)cc2)cc1	0.6	-0.1	2.4	2.2	-1.1	4.2	1.0	108.1	9.1	21.2
COc1ccc(CNC(=O)CN(Cc2ccc(OC)cc2)C(=O)c2csnn2)cc1	0.5	-0.8	-5.7	-0.4	-0.5	2.9	15.7	99.7	-3.4	-3.5
CCCc1cc(=O)oc2c(C)c(OCC(=O)NCCN3CCOCC3)ccc12	-0.4	-1.6	-1.4	13.4	-3.2	16.4	26.4	95.2	9.6	-2.1
N#CC(C#N)=C1c2cc(S(=O)(=O)NCCO)ccc2-c2ccc(S(=O)(=O)NCCO)cc21	-0.3	3.3	3.6	-1.9	8.0	-43.9	-10.5	107.0	-1.7	5.9
COc1cccc(CN(C)C(=O)C23CC4CC(CC(NC(C)=O)(C4)C2)C3)c1OC	-1.4	6.3	3.9	-6.0	-3.1	10.1	-3.2	110.4	7.9	-3.7
Cc1ccc(CSC2=NCCN2C(=O)c2ccc([N+](=O)[O-])cc2)cc1	1.4	-0.1	3.1	13.1	-1.3	6.8	-8.5	113.4	-9.8	8.0
CC1(C)CC(=O)C2=C(C1)OC(N)=C(C#N)C21CCN(C(=O)OCc2ccccc2)CC1	0.5	0.8	9.3	-4.0	-0.2	1.1	-5.3	99.6	3.4	-3.0
CC(C)(C)c1ccc(C(=O)NNC(=O)C(=O)N2CCCCC2)cc1	1.6	-1.1	-3.2	-7.4	-2.6	14.0	-4.2	100.6	-12.6	1.0
Cc1ccc(NC(=O)C2CCN(S(=O)(=O)c3c(C)noc3/C=C/c3ccco3)CC2)nc1	-15.8	-0.2	5.9	-11.2	-1.6	7.4	16.8	102.5	-5.3	-6.2
COc1cc(=O)[nH]c(=O)n1C(=O)Cc1ccccc1	0.8	-2.0	1.7	-0.4	-2.0	10.8	-4.2	104.5	-16.2	4.5
Cc1cc(NC(=O)c2ccc(Cl)cc2)n(CCC#N)n1	-0.3	2.5	-1.6	-4.3	-1.0	5.3	3.9	107.7	7.5	-3.4
CCc1c(C)nc2[nH]nc(-c3ccccc3C)n2c1=O	0.9	2.1	1.4	1.4	-1.7	7.8	4.0	92.5	-8.6	15.4
COC(=O)c1ccsc1NC(=O)CS(=O)(=O)c1ccccc1	0.1	-0.9	2.1	-4.0	-1.0	6.8	-2.5	115.7	-4.6	21.4
CCOC(=O)c1c(S(=O)(=O)N2CCc3ccccc32)c(C)n(C)c1C	-1.3	1.5	0.3	2.5	-2.9	14.8	-1.2	nt	3.5	-0.4
CCN(CC(=O)Nc1c(F)cccc1F)C(=O)CCc1ccc(OC)cc1	0.4	-1.2	-4.6	8.0	-0.8	4.3	11.2	104.0	-7.5	14.0
CNC(=O)c1cc2c(=O)n3cccc(C)c3nc2n(C(C)C)c1=N	1.2	-15.3	-0.5	0.4	-3.1	16.1	13.2	100.9	-11.7	-1.5
C=CCn1c(COc2ccccc2)nnc1SCC(=O)O	-1.9	0.5	-1.5	-6.5	-1.3	5.4	16.3	118.2	-12.3	1.8
SMILES	DAGLB inh	V-ATPase pH	HTR5A ag	PKA-R2B activ	OPRM1-OPRD1 ag	OPRM1-OPRD1 inv	HTR5A inv ctr	DSG3 Ab inh	PKA-R1A act	Arrestin-AP2 inh
CC(=O)Nc1ccc(NC(=O)CSc2nnc(-c3ccco3)o2)cc1	2.9	1.7	-0.7	1.4	-2.4	12.2	-4.4	100.1	-8.5	3.9
COc1ccc(Cc2nc3ccc(C(=O)N4CCC(N(C)C)C4)cc3o2)cc1 (stereo unspecified)	-3.0	0.6	-1.0	-13.8	-2.6	13.8	-1.3	nt	-8.7	-5.5
Cn1cc(CN(CCCN2CCOCC2)C(=S)Nc2cccc(Cl)c2)c2ccccc21	2.4	-8.9	4.3	-11.8	0.2	-1.2	-33.1	104.5	2.0	6.2
CCOC(=O)C1CCN(C(=O)CNS(=O)(=O)c2ccc(Br)s2)CC1	0.0	3.0	-6.1	-4.0	-0.8	4.4	7.8	99.3	-14.2	7.3
Oc1ccc2ccccc2c1CN1CCN(c2ccccc2)CC1	-3.5	3.0	2.6	-12.5	-1.2	6.9	-6.8	nt	1.6	-10.1
Cc1nc2ccc(C(=O)N3CCN(c4ccccn4)CC3)cc2s1	2.9	-3.6	0.5	8.3	-0.6	3.2	-1.8	96.6	-8.7	9.7
Cc1c([N+](=O)[O-])cc(C(=O)NCc2ccc(F)cc2)cc1[N+](=O)[O-]	-2.3	0.0	2.8	10.4	1.9	-9.7	-7.2	78.9	-1.0	-11.4
CCOC(=O)C1=C(C)N(C[C@@H]2CC[C@@H](Cc3ccc4cc(OC)ccc4c3)O2)C(=O)NC1c1ccc(OC)cc1 (stereo partly specified)	-4.5	-0.4	-1.1	-0.2	-1.0	4.9	3.9	107.5	-4.2	40.0
Cc1cc(C)c(NC(=O)Nc2ccc3c(c2)OCO3)c(C)c1	0.8	5.2	-1.5	-6.0	-0.2	1.0	-18.4	96.0	-9.0	-4.7
CC(C)n1c(SCC(=O)Nc2ccccc2)nc2c1c(=O)n(C)c(=O)n2C	0.1	-2.0	-0.4	5.0	-1.7	7.7	18.2	101.9	2.7	-8.6
CCN(CC)S(=O)(=O)c1cc(C(=O)Nc2ccccn2)ccc1C	2.2	-1.6	-3.0	8.5	-1.3	7.5	-40.1	99.5	3.8	7.0
O=C(COc1ccc(Cl)cc1Cl)N1CCCC1	-2.8	0.3	8.6	7.8	-0.6	3.3	1.3	105.2	-2.5	-1.0
Nc1ccc2oc(-c3cccs3)nc2c1	0.9	-4.4	3.6	-3.0	-0.9	5.5	-5.4	94.9	1.6	3.5
CCOc1ccccc1NC(=O)C1CCC(=O)N1S(=O)(=O)c1ccc(C)cc1 (stereo unspecified)	-1.9	-2.1	1.2	-5.7	-2.5	12.7	-2.6	100.6	-3.0	30.7
CCCCc1c(O)nc(SCC(=O)Nc2ccc(OC)cc2)n(-c2ccc(C)c(C)c2)c1=O	-2.8	-2.9	nt	-11.9	nt	nt	nt	106.5	-2.3	nt
COc1cc(/C=C/C(=O)Nc2nnc(C(C)(C)C)s2)cc(OC)c1OC	-2.2	2.8	7.0	0.0	-0.6	3.1	11.9	103.2	-4.2	26.0
O=C(NCc1ccc(N2CCCC2=O)cc1)Nc1ccccc1	2.1	0.0	-0.8	-0.6	-1.1	6.0	-22.6	97.4	0.1	1.1
CC(C)(C)NS(=O)(=O)c1cc(C(=O)O)ccc1Cl	0.8	-5.1	-1.7	2.4	0.4	-2.0	-2.0	101.9	3.8	2.2
CCC(C(=O)N1CCN(c2ccccc2OC)CC1)c1ccccc1 (stereo unspecified)	-2.4	0.9	0.3	-3.1	-0.8	4.4	7.7	105.5	-0.9	15.6
CCCCn1c(N)c(NCC(C)C)c(=O)[nH]c1=O	-2.4	-3.7	-1.4	1.4	-1.2	6.3	3.4	98.3	-11.8	56.9*
CC(C)(C)NC(=O)CN(C(=O)CCC(=O)Nc1nccs1)c1ccc(F)cc1	-0.5	-2.7	-0.4	4.2	-2.0	10.2	1.1	105.7	2.7	-10.2
O=[N+]([O-])c1c(NCCO)cc(N2CCC3(CC2)OCCO3)c2nonc12	-1.8	-5.0	1.7	-7.2	-3.9	20.6	20.0	121.2	4.1	28.4
CSCCC(NS(=O)(=O)c1cccc(C(F)(F)F)c1)C(=O)N1CCN(C(=O)c2ccco2)CC1 (stereo unspecified)	-0.7	-0.6	-2.9	-7.8	-1.6	6.2	-22.2	104.1	-1.2	19.7
CCOC(=O)N1CCN(C(=O)CSc2ccc3nnc(CCNC(=O)c4ccc(OC)cc4)n3n2)CC1	0.0	-1.8	0.9	3.8	-1.3	7.0	-2.8	100.7	-11.7	-10.8
Cn1c(=O)[nH]c(=O)c2c1nc(CN1CCN(c3cccc(Cl)c3)CC1)n2Cc1ccccc1Cl	0.7	0.1	-1.3	-9.7	-2.1	11.5	3.4	101.4	4.0	-1.0
SMILES	DAGLB inh	V-ATPase pH	HTR5A ag	PKA-R2B activ	OPRM1-OPRD1 ag	OPRM1-OPRD1 inv	HTR5A inv ctr	DSG3 Ab inh	PKA-R1A act	Arrestin-AP2 inh
Cc1ccc(C)c(OCCNc2ccc([N+](=O)[O-])cn2)c1	-3.7	0.3	-0.3	2.0	5.5	-27.2	1.2	98.0	-7.5	-0.3
N#CCCN(C(=O)Nc1ccc(Cl)c(Cl)c1)C1CCCCC1	-4.7	0.8	nt	1.6	nt	nt	nt	105.5	-11.1	nt
CC(C)(C)S(=O)(=O)c1cnc(N2CCCC2)nc1N	1.1	3.8	2.0	-10.5	-1.7	9.2	-8.3	110.5	-4.5	-6.9
CCc1sc(C(=O)Nc2ccc3c(c2)OCCO3)cc1Br	-5.1	5.4	4.8	0.2	2.6	-15.0	-17.5	nt	-6.0	12.7
CN(C)c1ccc(Nc2nc(-c3cccnc3)cs2)cc1	4.2	-4.2	-4.0	-1.8	4.8	-27.6	-10.8	107.1	-2.5	5.6
CNS(=O)(=O)c1ccc(NS(=O)(=O)c2ccccc2F)cc1	0.1	-4.0	0.1	1.6	-2.0	10.3	13.8	93.4	-2.6	11.8

Reformatted: entries from further up.
structure | DAGLB inh | V-ATPase pH | HTR5A ag | PKA-R2B activ | OPRM1-OPRD1 ag | OPRM1-OPRD1 inv | HTR5A inv ctr | DSG3 Ab inh | PKA-R1A act | Arrestin-AP2 inh
CN(C)c1ccc(Nc2nc(-c3cccnc3)cs2)cc1 | 4.2 | -4.2 | -4.0 | -1.8 | 4.8 | -27.6 | -10.8 | 107.1 | -2.5 | 5.6
CNS(=O)(=O)c1ccc(NS(=O)(=O)c2ccccc2F)cc1 | 0.1 | -4.0 | 0.1 | 1.6 | -2.0 | 10.3 | 13.8 | 93.4 | -2.6 | 11.8
